PME-1 primary: PME-1 inhibitors via competitive probe labeling, primary screen, biochemical, fluorescence polarization, FP-Rh probe, HTS. hit rate 0.53% among 320,000. recombinant PME-1. AID 2130, 2009. Protein phosphatase methylesterase 1 (Homo sapiens), Q9Y570. inhibition, % at 5.9 µM;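 active = inhibition above the campaign mean of all compounds plus 3 SD, cut at about 26% in these data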;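 also: competitive labeling of PME-1 active site by serine hydrolase directed probe; 0% = PME-1 with DMSO and 100% = wells lacking PME-1 enzyme; inhibitors block probe labeling so polarization falls and inhibition rises; many of its hits are not listed in these tables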
Target sequence (Q9Y570 whole entry, looked up): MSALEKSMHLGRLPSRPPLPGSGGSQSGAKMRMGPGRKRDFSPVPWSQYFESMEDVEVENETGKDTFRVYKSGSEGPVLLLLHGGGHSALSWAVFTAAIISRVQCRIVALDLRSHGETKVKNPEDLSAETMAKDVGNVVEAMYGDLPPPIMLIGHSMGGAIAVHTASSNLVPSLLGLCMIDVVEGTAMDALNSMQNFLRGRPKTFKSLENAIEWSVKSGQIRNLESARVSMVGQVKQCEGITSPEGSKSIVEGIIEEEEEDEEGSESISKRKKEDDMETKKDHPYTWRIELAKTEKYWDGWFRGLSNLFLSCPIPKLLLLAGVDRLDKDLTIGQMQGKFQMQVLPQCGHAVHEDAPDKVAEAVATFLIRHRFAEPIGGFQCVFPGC
Bcl-xL primary: inhibitors of human Bcl-xL, primary screen, biochemical, fluorescence polarization, HTS. Bcl-2-like protein 1 (Homo sapiens), Q07817. GST-Bcl-xL / FITC-Bim BH3 peptide fluorescence polarization. inhibition, % at 10.9 µM. hit rate 0.7% among 320,000. AID 2129, 2009;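 active = inhibition above the mean of all tested compounds plus 3 SD, cutoff set per campaign, cut at about 30% in these data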;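 also: 0% = DMSO wells and 100% = unlabeled Bim-BH3 peptide competitor; inhibitors lower millipolarization by displacing the labeled peptide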
Target sequence (Q07817 whole entry, looked up): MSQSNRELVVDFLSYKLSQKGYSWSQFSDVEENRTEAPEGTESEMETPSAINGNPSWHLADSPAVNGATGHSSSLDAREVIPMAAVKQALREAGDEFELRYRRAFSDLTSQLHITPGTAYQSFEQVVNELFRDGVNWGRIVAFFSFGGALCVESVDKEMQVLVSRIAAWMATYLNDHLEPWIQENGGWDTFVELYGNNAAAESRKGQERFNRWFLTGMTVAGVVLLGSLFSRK
MEX-5 binding: MEX-5 zinc finger RNA-binding disruptors – biochemical, C. elegans, fluorescence polarization, MLPCN library, primary screen | MEX-5/FITC-TCR2 RNA binding; active compounds read low | activity score (negative = inhibition of binding), % at 10 µM | hit rate 0.38% among 300,000 | AID 1832, 2009;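 active = inhibition past about -25% in most replicates, and total fluorescence under double the plate's negative control median, limit read from the data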;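 also: 0% = DMSO and -100% = 5 µM competing unlabeled TCR2 RNA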
pPAFAH inh: pPAFAH enzyme inhibitors, primary screen, biochemical, fluorescence polarization, human. Platelet-activating factor acetylhydrolase (Homo sapiens), Q13093. recombinant pPAFAH, FP-rhodamine probe fluorescence polarization. inhibition, % at 3.39 µM. hit rate 1.5% among 330,000;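 active = inhibition above the mean inhibition across the screen plus 3 SD, cut at about 25% in these data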;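 also: inhibitors block binding of the rhodamine activity-based probe so polarization drops; 0% = enzyme with DMSO and 100% = wells lacking pPAFAH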
MCL1-BIM inh: inhibitors of MCL1 binding to BIM-BH3, primary screen, biochemical, fluorescence polarization | hit rate 0.68% among 320,000 | GST-MCL1 / FITC-Bim-BH3 fluorescence polarization | Induced myeloid leukemia cell differentiation protein Mcl-1 (Homo sapiens), Q07820 | inhibition, % at 10.9 µM;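 active = inhibition above the mean inhibition of all tested compounds plus 3 SD, set per campaign, cut at about 40% in these data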;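 also: 0% = DMSO wells and 100% = unlabeled Bim-BH3 peptide control; higher means more loss of mP so more displacement of Bim peptide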
GLD-1 RNA inh: GLD-1/TGE RNA complex disruptors, primary screen, biochemical, fluorescence polarization | hit rate 0.44% among 320,000 | Female germline-specific tumor suppressor gld-1 (Caenorhabditis elegans), Q17339 | inhibition, % at 5.96 µM | purified GLD-1 + fluorescein TGE RNA;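 active = percent inhibition above a per-plate cutoff, the plate mean of test compounds plus 3 SD, cut at about 30% in these data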;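 also: 0% = DMSO wells with GLD-1 and probe and 100% = wells lacking GLD-1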
AHR activator: AHR activators, primary screen, cell-based, luminescence, luciferase reporter, human; Aryl hydrocarbon receptor (Homo sapiens), P35869; AHR-responsive luciferase reporter cells; activation, % at 5 µM; hit rate 2.5% among 320,000; AID 2796, 2010; in the data active = activation above about 47%;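 also: 0% = vehicle wells and 100% = reference agonist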
Fam108B inh: mouse Fam108B serine hydrolase inhibitors, primary screen, counter-screen for RBBP9 inhibitor project, biochemical, fluorescence polarization | inhibition, % at 9.51 µM | recombinant Fam108B, FP-Rh probe fluorescence polarization | AID 1947, 2009 | hit rate 0.33% among 300,000;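 active = inhibition above the screen mean inhibition plus 3 SD, computed separately per campaign, cut at about 18% in these data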;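 also: inhibitors lower polarization as less probe binds the enzyme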
PAFAH1B2 FP inh: PAFAH1B2 enzyme inhibitors, primary screen, biochemical, fluorescence polarization, human; recombinant PAFAH1B2, FP-rhodamine activity probe; inhibition, % at 3.39 µM; Platelet-activating factor acetylhydrolase IB subunit alpha2 (Homo sapiens), P68402; hit rate 1.2% among 340,000;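 active = inhibition above the mean of all tested compounds plus 3 SD, cut at about 24% in these data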;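 also: 0% = enzyme with DMSO and 100% = wells lacking PAFAH1B2; many of its hits are not listed in these tables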
Target sequence (P68402 whole entry, looked up): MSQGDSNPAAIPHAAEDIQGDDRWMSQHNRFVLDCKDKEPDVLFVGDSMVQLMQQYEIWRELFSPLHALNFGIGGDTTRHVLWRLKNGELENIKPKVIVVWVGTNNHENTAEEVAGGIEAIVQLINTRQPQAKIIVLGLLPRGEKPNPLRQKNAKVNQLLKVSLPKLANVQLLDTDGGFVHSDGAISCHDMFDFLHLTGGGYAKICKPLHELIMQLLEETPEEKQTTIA
* marks the source's active call; other numbers are inactive results; . = not tested or not shown.

Structure	pPAFAH inh	PAFAH1B2 FP inh	MEX-5 binding	AHR activator	Fam108B inh	Bcl-xL primary	PME-1 primary	MCL1-BIM inh	GLD-1 RNA inh
CCCn1c(NCc2ccccn2)nc2ccccc21	5	2	1.9	8	0	6	-2	8	1
CC(=O)c1c(C)[nH]c(C(=O)OCC(=O)Nc2ccc3[nH]c(=O)[nH]c3c2)c1C	7	1	-11	3	0	6	-10	3	-2
COC(=O)c1cc(CNC(=O)c2ccccc2OCc2c(C)noc2C)ccc1OC	5	3	1.4	-1	3	4	7	5	4
CCOC(=O)N1CCN(C(=O)c2ccc(CS(=O)Cc3ccc(C)cc3)o2)CC1 (stereo not given)	2	5	-0.8	3	1	2	-3	6	8
Cc1ccc2c(c1)N(C(=O)CCC(=O)O)CCO2	6	-4	0.9	1	5	-2	5	1	-5
CCOc1ncccc1C(=O)OCC(=O)NCc1ccc(C(=O)OC)cc1	-4	1	.	0	.	.	.	.	5
CCN(CC)C(=O)Cn1cc(C(=O)C(=O)N2CCN(Cc3ccccc3)CC2)c2ccccc21	2	1	-1.6	1	5	9	-7	10	6
CCc1ccc(NC(=O)C2=CC(c3cccs3)=NS(=O)(=O)N2C)cc1	4	2	-0.1	36	-3	1	0	2	4
COc1cc(S(=O)(=O)NCCCn2ccnc2)ccc1Cl	-11	3	1.4	9	3	-1	-7	-4	-1
CCc1nnc(NS(=O)(=O)c2ccc(NC(=S)NC(=O)/C=C/c3ccc(OC)cc3)cc2)s1	1	-3	4.2	-1	-4	3	-13	4	6
CCC(Sc1n[nH]c(=O)[nH]c1=O)C(=O)OCc1ccccc1 (stereo not given)	-4	3	-1.3	-1	-5	5	4	3	6
O=C(CCc1nnc(C2CCCCC2)o1)N1CCCCC1CCn1cccn1 (stereo not given)	2	-4	1.8	4	-4	1	-2	-8	8
COc1cc(-c2cc(C(=O)N3CCN(c4ccccn4)CC3)c3ccccc3n2)cc(OC)c1OC	1	-1	1.0	9	-2	2	-1	-4	4
CCOC(=O)N1CCN(c2ccccc2OC)CC1	6	0	-0.8	-2	2	4	-3	2	1
CC(c1n[nH]c(=S)n1Cc1ccccc1)N(C)C (stereo not given)	-2	2	0.6	0	0	4	-4	7	6
CCOC(=O)Cc1nn(CCc2ccccn2)c(=O)c2ccccc12	0	0	-1.1	2	-1	6	-3	4	6
O=C(NC1CCCc2ccccc21)c1cccc(S(=O)(=O)N2CCOCC2)c1 (stereo not given)	2	2	-2.2	6	4	2	5	6	6
Cc1ccc(O)c(C2=Nc3ccccc3N=C(c3cccs3)C2)c1	-3	3	3.5	26	-9	4	-6	1	2
O=C(c1c(O)c2ccccc2oc1=O)C1CCCCC1	2	2	0.6	8	2	1	0	6	-3
COc1ccccc1C1(O)C(=O)Nc2ccccc21 (stereo not given)	0	0	2.5	-1	0	4	1	6	6
COCC1CCCCN1C(=O)c1ccc2nc(Cc3ccc(OC)c(OC)c3)oc2c1 (stereo not given)	4	0	1.0	4	-2	1	7	1	2
CCOC(=O)c1cc2sccc2n1CC(=O)N1CCCC1	0	2	-2.6	0	0	1	2	0	6
O=C(N1CCCCC1)N1CCN(C(c2ccccc2)c2ccccc2)CC1	14	3	3.0	8	0	6	-2	9	-2
O=C(COC(=O)c1ccc2c(c1)OCCO2)Nc1cc(S(=O)(=O)N2CCOCC2)ccc1Cl	4	2	0.5	-2	-3	1	23	-1	0
CCOC(=O)c1cc(OC(=O)c2ccccc2Br)n(-c2ccccc2)n1	2	5	-1.0	0	-1	5	0	-5	-3
C=Cn1cc[n+](CC(=O)C(C)(C)C)c1	-1	-4	-2.1	0	3	6	-3	7	-7
N#Cc1nc(COc2ccc(F)cc2)oc1NCCCn1ccnc1	15	-5	-2.7	23	1	-5	3	-13	-3
O=C(COc1ccccc1)NCC(=O)N/N=C/C=C/c1ccccc1	6	5	-2.4	-1	-2	-1	-11	-2	-3
CCOC(=O)c1cnc(SC)nc1N	2	0	-1.8	-6	-1	-2	2	4	4
c1ccc(-c2c[n+]3c(n2-c2ccccc2)CCC3)cc1	7	8	-0.6	7	5	-3	0	-10	-2
NC(=O)CC(NC(=O)c1cccc(Br)c1)c1ccc(N2CCC(Br)CC2)c([N+](=O)[O-])c1 (stereo not given)	-1	4	4.2	2	2	5	2	5	7
C=CCn1nc([N+](=O)[O-])nc1Sc1cccc2cccnc12	-1	0	0.3	11	7	-2	2	-5	-3
O=C(NCCCN1CCN(CCCNC(=O)c2cc([N+](=O)[O-])ccc2Cl)CC1)c1cc([N+](=O)[O-])ccc1Cl	-6	0	-2.7	0	1	3	3	13	-6
COc1ccc(-n2c(C)cc(/C=N/Nc3nnc(C)n3N)c2C)cc1	9	-1	-5.4	23	-1	-2	13	3	2
COc1ccc(NC(=O)c2c[nH]n3c(=O)cc(C4CCN(C(=O)OC(C)(C)C)CC4)nc23)cc1Cl	16	16	-0.5	0	5	0	33*	-6	2
CC1(C)Cc2c(sc(NC(=O)c3ccc(S(=O)(=O)N4CCCCCC4)cc3)c2C(N)=O)C(C)(C)N1	2	6	2.2	-5	2	5	5	9	-2
NC(=S)N/N=C/c1cn(CCC(=O)O)nc1-c1cccc(Br)c1	1	1	-1.2	0	1	1	8	6	10
Cc1nc(SCC(=O)N2CCCC2=O)nc(C)c1C	1	3	.	1	.	.	.	.	3
CCOc1ccc(N(CC(=O)NCCSCc2ccco2)S(=O)(=O)c2ccc(F)cc2)cc1	8	4	2.3	-1	-6	3	-2	-5	2
CCCCCCOc1cccc(N)c1	2	2	-0.4	3	-2	6	-2	11	5
CCN(CC)C(=N)/C(C#N)=N/Nc1ccc(C)cc1	0	5	0.3	75*	2	2	2	5	9
Nc1ncnc(Nc2c(F)cccc2F)n1	1	10	-1.2	1	5	-1	-2	1	0
CC(=O)Oc1ccccc1C(=O)Nc1ccccc1C(=O)N1CCCC1	2	4	-0.5	-2	0	4	5	4	-8
C#CCOCCOCCOCCNc1nc(N2CCN(C(=O)[C@H](CCCCN)n3cc([C@@H](N)C(C)CC)nn3)CC2)nc(N2CCN(C(=O)[C@H](CCCCN)n3cc([C@@H](N)CC(C)C)nn3)CC2)n1 (stereo not given in full)	-5	4	4.5	1	-1	6	1	6	-5
CCOC(=O)N1CCN(Cc2cc(Cl)c3cccnc3c2O)CC1	7	.	0.2	17	2	6	-3	5	-8
O=c1cc(CCl)nc2scc(-c3ccccc3)n12	4	5	-2.1	14	2	11	-2	10	6
COc1cc(CNc2nc3c(C)cc(C)cc3s2)ccc1O	11	0	-2.3	16	7	4	4	2	7
Cc1ccc(F)c(NC(=O)CCc2ccccc2)c1	-2	8	2.4	4	-1	0	-1	0	-13
CC(C(=O)Nc1ccccc1-c1ccccc1)N(C)Cc1nc2ccccc2c(=O)[nH]1 (stereo not given)	6	0	-0.7	1	-2	0	1	4	-2
CCN(CC(=O)Nc1c(F)cccc1F)C(=O)CSc1ccccc1	3	5	-0.1	0	0	3	1	0	2
CCCN(CCC)c1ncnc2nc[nH]c12	5	3	2.3	-1	1	3	2	3	4
C=CCS(=O)(=O)N1CCCC(Cc2ccccc2C)(C(=O)OCC)C1 (stereo not given)	0	5	0.0	3	-6	3	1	11	-6
COC(=O)c1cn(N(C)c2ncc(C(F)(F)F)cc2Cl)c(=O)c2ccccc12	-3	-3	0.6	0	-2	4	5	3	1
C/C(Cn1cnc([N+](=O)[O-])n1)=N/NC(=O)COc1c(Cl)cc(Cl)cc1Cl	17	4	0.4	3	0	1	-1	1	3
COc1cc(NC(=S)NCCc2c[nH]c3ccccc23)c(OC)cc1Cl	6	14	-0.7	3	4	5	14	10	8
Cc1ccc(CN2CCC(n3nccc3NC(=O)CCCc3ccccc3)CC2)o1	1	-1	-2.4	7	2	-5	-1	-9	-6
CC(C)CN(C(=O)COC(=O)c1cccn1C)c1c(N)n(Cc2ccccc2)c(=O)[nH]c1=O	-3	6	0.4	1	1	2	-2	-1	7
CCCC(C(=O)O)N1C(=O)/C(=C/c2cccn2C)SC1=S (stereo not given)	8	-8	.	3	-5	-69	-2	-114	-111
Cc1cc(SCC(=O)Nc2cccc(S(N)(=O)=O)c2)c(C)cc1Br	-1	5	-1.4	0	-10	-4	-2	-3	0
CCOc1ccccc1N1CCN(Cc2cccc(OC)c2OC)CC1	3	1	-1.2	3	2	4	3	10	-5

New compounds follow:
Structure	pPAFAH inh	PAFAH1B2 FP inh	MEX-5 binding	AHR activator	Fam108B inh	Bcl-xL primary	PME-1 primary	MCL1-BIM inh	GLD-1 RNA inh
COc1ccc(OC)c(NC(=O)C(=S)NC2CCCCC2)c1	-8	2	0.9	70*	-8	-14	-1	-25	-5
CCOC(=O)C1(C(F)(F)F)N=C(C(F)(F)F)Nc2ccccc21 (stereo not given)	4	0	-1.2	3	-4	3	-1	-2	4
Oc1c(C=C2N=c3ccccc3=N2)sc(=S)n1C1CCCC1	2	4	.	59*	-3	-4	5	5	6
CC(C)CNC(=S)NC(=O)c1ccc(F)cc1	-5	1	0.5	1	-12	-13	3	-18	-3
CC(C)Cn1c(CCC(=O)O)ccc1-c1cccs1	24	17	2.3	-2	3	1	1	3	-9
COc1ccccc1N1CCN(CC(O)COc2c(OC)cccc2OC)CC1 (stereo not given)	4	5	-0.9	-1	3	4	4	3	4
CCNC(=S)NNC(=O)c1csc(C)c1	-1	-1	6.9	3	2	4	-3	6	5
COc1ccc2nc(C)cc(SCC(NC(C)=O)C(=O)OC(C)C)c2c1 (stereo not given)	-4	8	0.9	3	4	8	4	3	-5
CC(=O)c1ccc(S(=O)(=O)NCCCC(=O)NCCc2ccccn2)cc1	4	2	0.0	0	-4	7	4	3	3
COc1ccc(CCN2C(=O)NC(NC(C)=O)(C(F)(F)F)C2=O)cc1OC (stereo not given)	-3	5	0.0	3	4	-1	0	-7	3
COc1ccc(C2NC(=O)C(C#N)=C(S)N2c2cccc(C)c2)cc1OC (stereo not given)	2	17	2.7	-1	2	2	-3	-5	6
Cc1c(C(=O)NNC(=S)NCc2ccc(Cl)cc2)oc2ccccc12	13	8	-7.2	0	9	2	3	4	4
Cc1cccc(S(=O)(=O)c2c(C)cc(C)nc2Cl)c1	-4	-2	-2.4	0	0	3	-4	-5	1
CSCCC(NC(=O)c1ccco1)C(=O)NCC1CCCO1 (stereo not given)	-2	6	.	-1	.	-1	3	1	1

From PubChem

This is a subset (hit frequency here may not be typical).
